aGlu spleen mod – inhibits or activates alpha-glucosidase in human spleen homogenate | P10253 | human spleen homogenate, 4-MU-alpha-glucoside fluorescence | Potency, µM (top dose mostly 79.9 µM), for inactives: top-dose activity change, negative = inhibition, hits mostly inhibitors | hit rate 0.006% among 240,000 | AID 2112;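 note: 0% = enzyme with vehicle and -100% = no enzyme basal signal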
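Compounds were titrated against alpha-glucosidase in spleen homogenate at pH 5.0, with 1 mM 4-methylumbelliferyl substrate for 40 min at 37 C. Reactions were quenched with pH 10 NaOH/glycine and fluorescence measured.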
GAA glycogen – alters human alpha-glucosidase cleavage of glycogen | recombinant GAA, glycogen substrate, Amplex Red glucose oxidase fluorescence | Potency, µM (doses to about 76.4 µM), for inactives: top-dose activity change, negative = inhibition, hits mostly inhibitors | hit rate 0.38% among 300,000 | AID 2100;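 note: 0% = full enzyme reaction and -100% = no-enzyme basal signal; the screen sought inhibitors and activators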
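Recombinant enzyme (4 nM final) with compounds titrated up to 77 uM and bovine liver glycogen (30 ug) in citrate pH 5.0, 0.01% Tween-20, 37 C 40 min. Released glucose detected by Amplex Red/glucose oxidase (Ex 573/Em 610); AC50 from Hill fits.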
GLA spleen mod – inhibitors or activators of human alpha-galactosidase in spleen homogenate; Potency, µM (highest dose often 80 µM), inactives show at the highest dose activity change, negative = inhibition, hits mostly inhibitors; P06280; human spleen homogenate, 4MU-alpha-Gal fluorescence, 40 min; AID 2107; hit rate 0.008% among 240,000;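 note: 0% = enzyme with vehicle and -100% = no enzyme basal signal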
Target sequence (P06280 32-429 limits assumed): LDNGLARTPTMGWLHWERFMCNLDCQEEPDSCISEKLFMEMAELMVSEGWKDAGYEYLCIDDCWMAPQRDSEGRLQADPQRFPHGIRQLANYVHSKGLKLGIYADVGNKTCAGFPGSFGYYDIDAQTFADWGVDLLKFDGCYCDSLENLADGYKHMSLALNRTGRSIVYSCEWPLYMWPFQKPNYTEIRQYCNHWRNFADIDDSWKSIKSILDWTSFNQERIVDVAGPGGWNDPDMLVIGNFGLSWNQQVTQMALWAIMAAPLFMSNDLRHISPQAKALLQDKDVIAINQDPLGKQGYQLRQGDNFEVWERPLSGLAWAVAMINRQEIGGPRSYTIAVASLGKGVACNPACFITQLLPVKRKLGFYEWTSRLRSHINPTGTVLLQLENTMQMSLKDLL
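Human spleen homogenate (1 ug) as enzyme source, 4-methylumbelliferyl-alpha-D-galactopyranoside 1 mM final, citrate/phosphate pH 5.0 with 0.01% Tween-20. Compounds 40 min at 37C, NaOH/glycine stop; fluorescence Ex 365/Em 440, Hill-fit AC50.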
Tau fibril FP – tau fibrillization inhibition (FP); P10636; K18 P301L tau heparin fibrillization, Alexa594 FP, 6 h; Potency, µM (doses to about 57.7 µM), for inactives: top-dose activity, negative = inhibition, usual class: inhibitors; hit rate 0.39% among 280,000; note: % is set by controls: 0 for no effect and ±100 for the full control effect; nearly all actives have a fitted effect of over 55% in size
Target sequence (P10636 561-689 P618L limits assumed): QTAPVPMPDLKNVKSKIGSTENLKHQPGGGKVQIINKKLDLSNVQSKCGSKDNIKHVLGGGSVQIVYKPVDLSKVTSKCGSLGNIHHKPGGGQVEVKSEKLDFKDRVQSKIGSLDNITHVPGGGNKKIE
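Human K18 P301L fragment (15 uM unlabeled plus 0.24 uM Alexa 594-labeled) in 100 mM sodium acetate pH 7 with compound, aggregation induced by 20 uM heparin for 6 hr at 37 C. ThT (30 uM) added for 1 hr, then Alexa 594 FP read.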
Tau fluor cs – counter-screen for tau fibril formation inhibitors; Potency, µM (titrated, usually from 57.7 µM), without a hit: at the top dose activity change, negative = decrease; tau K18 P301L Alexa594 fluorescence, heparin fibrillization; hit rate 0.93% among 280,000; AID 1463; note: % is set by controls: 0 for no effect and ±100 for the full control effect; nearly all actives have a fitted effect of over 55% in size
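Human tau K18 P301L (15 uM unlabeled, 0.24 uM Alexa 594-labeled) in 100 mM sodium acetate pH 7 with 20 uM heparin, 6 hr at 37 C. ThT 30 uM added, 1 hr ambient; Alexa 594 FP and total fluorescence read at 555/632 nm.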
HTT ATP protect – Huntington cell model cytoprotection by ATP luminescence. PC12 HTT-Q103 induced, cytoprotection, ATP luminescence, 40 h. Potency, µM (titrated, usually from 56.4 µM), without a hit: cytoprotection (ATP increase), most hits filed as activators. hit rate 0.14% among 230,000;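 note: % of control where 0% means no effect; nearly all actives have a fitted effect of over 45% in size; toxic huntingtin expression switched on by the ecdysone agonist tebufenozide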
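PC12 cells with ecdysone-inducible HTT exon 1 Q103-GFP, induced with 100 nM tebufenozide and co-treated with library compounds in a dose series (1536-well, 1500 cells/well). Cytoprotection read as ATP content by ATPlite luminescence.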
Tau ThT inhib – inhibitors of human tau fibril formation, thioflavin T binding; P10636; recombinant tau K18 P301L, heparin-induced fibrillization, ThT fluorescence; Potency, µM (doses to about 57.4 µM), inactives show top-dose activity, negative = inhibition, actives largely listed as inhibitors; hit rate 2.1% among 270,000; note: % is set by controls: 0 for no effect and ±100 for the full control effect; nearly all actives have a fitted effect of over 55% in size
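Fibril formation assay: tau K18 P301L at 15 uM with trace Alexa 594 label, heparin inducer 20 uM, pH 7 sodium acetate buffer, 37 C for 6 hr; endpoint ThT signal.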
GAA inhib – blocks human lysosomal alpha-glucosidase | P10253 | purified human GAA, 4-MU-alpha-glucoside fluorescence | Potency, µM (highest dose often 76.9 µM), for the others: at the top dose activity change, negative = inhibition, actives largely listed as inhibitors | hit rate 0.005% among 200,000;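 note: plate controls were uninhibited enzyme wells for no effect and no-enzyme background for full effect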
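Enzyme (4 nM final) mixed with compound (up to 77 uM), then 4-MU-alpha-D-pyranoside (400 uM final) added; 20 min at room temperature, pH 5.0. Reaction stopped at pH 10, fluorescence read, AC50 derived by Hill fit.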
* marks the source's active call; other numbers are inactive results; ? = inconclusive; / = not tested or not shown; & = joins results of further samples; [ ] = another dose, or the depositor's remark. Calls come from the whole dose curve; as a rule, active = well fitted curve in the direction sought with a large enough effect; inconclusive = small, poorly fitted or top-dose-only effect, or another doubt; inactive = no such curve, though single readings can be large; an effect the other way counts as inactive or inconclusive. Potency is the fitted concentration of half-maximal effect. This is a random part of the collection. About 3.3% of those tested had a hit in this group.

molecule	aGlu spleen mod	GAA glycogen	GLA spleen mod	Tau fibril FP	Tau fluor cs	HTT ATP protect	Tau ThT inhib	GAA inhib
CCOC(=O)C1=C(C)NC(SCc2cc(=O)[nH][nH]2)=C(C#N)C1c1cccs1 (configuration not stated)	-20%	31µM*	-10%	?	?	9%	13µM*	-12%
Cc1cccc(C2NC(=O)c3c(sc4c3CCN(C)C4)N2)c1O (configuration not stated)	/	?	/	-13%	-22%	/	16µM*	/
Cc1nc2c3cc(F)ccc3n(Cc3ccccc3F)c2s1	-5%	-3%	0%	?	?	-3%[10 µM]	?	9%
CCCCN(C)CCNC(=O)C(NC(=O)C1CCC(C)CC1)C(C)C (configuration not stated)	-5%	2%	1%	1%	0%	-13%	-6%	3%
CC1(C)Cc2c(c(-c3ccccc3)nc(N3CCOCC3)c2C(N)=O)CO1	-4%	2%	0%	6%	-7%	9%	-14%	-3%
COC(=O)NC(CC(C)=O)c1ccc(F)cc1 (configuration not stated)	3%[17.4 µM]	/	-1%[17.5 µM]	7%[11.6 µM]	4%[11.6 µM]	-14%[10 µM]	2%[11.5 µM]	/
O=C(NNc1cccc(Cl)n1)C1CC1	3%	-16%	-9%	2%	8%	-19%	3%	3%
COc1ccc(CNC(=O)C2CCCN(C(=O)N3CCOc4ccccc43)C2)cc1 (configuration not stated)	/	0%[76.3 µM]	/	-6%	-3%	/	-8%	/
CN(C)/C=C(\C=O)c1c(Cl)cccc1Cl	8%	-2%	0%	-2%	-7%	-28%[1.9 µM]	-9%	6%
CCN(CC)CCCNCC(=O)Nc1ccc(OC)c(Cl)c1	-2%	1%	-2%	-2%	-3%	-11%[10 µM]	-7%	/
COc1ccc(NC(=S)Nc2ccc(Oc3ccccc3)cc2)cc1	-3%	-10%	6%	21%	?	-33%	-10%	-9%
COc1ccc(-n2nc(C(=O)NCc3ccco3)c3c4ccccc4n(C)c3c2=O)cc1	6%	7%	4%	-8%	-4%	/	2%	?
CC(=O)Nc1ccccc1-c1nc2ccccc2n(CC(=O)Nc2ccc(C)c(Cl)c2)c1=O	/	16%[76.3 µM]	/	11%	-4%	/	-3%	/
CCCSCCCNC(=O)CN1C(=O)COc2ccc(S(=O)(=O)N3CCCCCC3)cc21	/	8%[76.3 µM]	/	-3%	-19%	/	0%	/
O=C(N/N=C/c1cc(Cl)cc([N+](=O)[O-])c1O)c1ccccc1NS(=O)(=O)c1cccs1	-15%	0%	2%	9%	-28%	17%[10 µM]	11µM*	/
O=C(CSc1nnc(-c2ccncc2)o1)c1ccc2c(c1)OCCO2	2%	-1%	-2%	-2%	-9%	-90%	?	3%
Fc1ccc(COc2ccc(-c3nnco3)cc2)cc1	-4%	-4%	1%	-2%	2%	16%[10 µM]	-4%	5%
CCCNC(=O)CCc1c(C)nc2nc(CNC(=O)c3ccccc3)nn2c1C	/	15%[76.3 µM]	/	-6%	-5%	/	3%	/
O=C(Nc1ccc(Cl)cc1)OCc1cn(-c2ccccc2)nn1	8%	-2%	7%	-11%	-1%	4%[10 µM]	11%	-2%
Cc1ccc2c(CC(=O)OC(C)C(=O)Nc3ncc(Cl)cc3Cl)coc2c1 (configuration not stated)	-5%	9%	3%	5%	-8%	29%[1.9 µM]	-1%	-2%
O=c1c(Br)c(Br)cnn1-c1ccccc1	-2%	20%	-4%	?	-6%	-97%[inhibitor][10 µM]	32µM*	?
CCOC(=O)c1[nH]c2ccc(Cl)cc2c1NC(=O)/C=C/c1ccc2c(c1)OCO2	-3%	12%	6%	-12%	-22%	-30%[10 µM]	11%	-2%
COc1cccc(-c2nn(-c3ccccc3)cc2C(=O)OCC(=O)Nc2ncc(Cl)cc2Cl)c1	-2%	4%	-3%	-13%	?	-22%[10 µM]	-9%	-36%
CC(=O)Nc1ccc(NC(=O)c2cc(-c3cccs3)on2)cc1	/	16%[76.3 µM]	/	-9%	5%	/	3%	/
CCc1ccc(NS(=O)(=O)c2cc(Br)cc3c2N(C(C)=O)CC3)cc1	/	-4%[76.3 µM]	/	-5%	-16%	/	-4%	/
Cc1ccc2c(n1)CC(C)(C)C/C2=N\O	2%	-4%	-7%	-2%	0%	17%[1.9 µM]	-2%	4%
O=C(O)C1CC=CCC1C(=O)Nc1cccc(C(=O)N2CCCCC2)c1 (configuration not stated)	-2%	9%	-1%	7%	4%	6%[10 µM]	5%	3%
CC(C)C(=O)Nc1ncc2c(n1)CC(c1cccs1)CC2=O (configuration not stated)	-8%	1%	-4%	8%	6%	7%[10 µM]	4%	-18%
COc1ccc(CN(C)CC(=O)NC(=O)NCc2ccccc2)c(OC)c1	4%	2%	-2%	4%	1%	-4%[10 µM]	2%	-1%
COCCOC(=O)c1[nH]c2c(c1C)C(=O)CC(c1ccc(F)cc1)C2 (configuration not stated)	3%	-7%	-8%	-12%	-1%	-36%	-3%	-7%[15.4 µM]
COc1c(Br)cc(C(N)=O)cc1OCc1ccccc1	-21%	6%	-16%	1%	-17%	/	-15%	-12%
O=C1c2ccccc2C(=O)N1c1ccc(Cl)cn1	-1%	-2%	-4%	6%	2%	5%	-11%	-4%
O=C(N/N=C/c1cccnc1)c1cccc(S(=O)(=O)Nc2cccc(Cl)c2)c1	-5%	5%	-10%	9%	-4%	-25%	-4%	-1%
CN(C(=O)c1cc2nc(-c3ccc4c(c3)OCO4)cc(C(F)(F)F)n2n1)c1ccc(OC(F)(F)F)cc1	/	-15%[76.3 µM]	/	-8%	-4%	/	2%	/
Cc1ccc2nc(-c3ccc(NC(=O)CNC4CC4)cc3)sc2c1	0%	-11%	4%	-8%	-25%	-145%[inhibitor]	2%	-19%
CC(=O)N1c2ccccc2Oc2cc3ccccc3cc21	-7%	-7%	-5%	9%	-21%	-3%[10 µM]	?	-24%
CNc1nc(SC)nc2ccsc12	-14%	5%	-11%	1%	-9%	20%[10 µM]	-10%	6%
O=C(c1ccco1)n1nc(-c2ccccc2)nc1NCc1ccc(F)cc1	/	-1%[76.3 µM]	/	?	-15%	/	4%	/
CC1(OC(=O)c2cccs2)C(=O)C=C2C=C(c3ccc(C#N)cc3)OC=C2C1=O (configuration not stated)	-3%&-4%	/	5%&-6%	?	-12%&-27%	?	28µM*	/
CCc1nnc(NC(=O)c2sc3nc(C)cc(COC)c3c2N)s1	1%	4%	-4%	10%	-16%	-33%[inhibitor]	?	2%

Some of these compounds in order of count of non-hydrogen atoms, lowest first.
molecule	aGlu spleen mod	GAA glycogen	GLA spleen mod	Tau fibril FP	Tau fluor cs	HTT ATP protect	Tau ThT inhib	GAA inhib
CNc1nc(SC)nc2ccsc12	-14%	5%	-11%	1%	-9%	20%[10 µM]	-10%	6%
CN(C)/C=C(\C=O)c1c(Cl)cccc1Cl	8%	-2%	0%	-2%	-7%	-28%[1.9 µM]	-9%	6%
CCN(CC)CCCNCC(=O)Nc1ccc(OC)c(Cl)c1	-2%	1%	-2%	-2%	-3%	-11%[10 µM]	-7%	/
O=C(Nc1ccc(Cl)cc1)OCc1cn(-c2ccccc2)nn1	8%	-2%	7%	-11%	-1%	4%[10 µM]	11%	-2%
COCCOC(=O)c1[nH]c2c(c1C)C(=O)CC(c1ccc(F)cc1)C2 (configuration not stated)	3%	-7%	-8%	-12%	-1%	-36%	-3%	-7%[15.4 µM]
O=C(O)C1CC=CCC1C(=O)Nc1cccc(C(=O)N2CCCCC2)c1 (configuration not stated)	-2%	9%	-1%	7%	4%	6%[10 µM]	5%	3%
COc1ccc(CN(C)CC(=O)NC(=O)NCc2ccccc2)c(OC)c1	4%	2%	-2%	4%	1%	-4%[10 µM]	2%	-1%
CCOC(=O)c1[nH]c2ccc(Cl)cc2c1NC(=O)/C=C/c1ccc2c(c1)OCO2	-3%	12%	6%	-12%	-22%	-30%[10 µM]	11%	-2%
COc1ccc(CNC(=O)C2CCCN(C(=O)N3CCOc4ccccc43)C2)cc1 (configuration not stated)	/	0%[76.3 µM]	/	-6%	-3%	/	-8%	/
O=C(N/N=C/c1cc(Cl)cc([N+](=O)[O-])c1O)c1ccccc1NS(=O)(=O)c1cccs1	-15%	0%	2%	9%	-28%	17%[10 µM]	11µM*	/
COc1cccc(-c2nn(-c3ccccc3)cc2C(=O)OCC(=O)Nc2ncc(Cl)cc2Cl)c1	-2%	4%	-3%	-13%	?	-22%[10 µM]	-9%	-36%
CN(C(=O)c1cc2nc(-c3ccc4c(c3)OCO4)cc(C(F)(F)F)n2n1)c1ccc(OC(F)(F)F)cc1	/	-15%[76.3 µM]	/	-8%	-4%	/	2%	/

Other structures
molecule	aGlu spleen mod	GAA glycogen	GLA spleen mod	Tau fibril FP	Tau fluor cs	HTT ATP protect	Tau ThT inhib	GAA inhib
FC(F)(F)c1cc(Sc2ccccc2)nc(-c2ccccn2)n1	4%	2%	9%	6%	-4%	-46%[inhibitor]	-3%	-29%
CCCCc1nnc(NC(=O)C2CCCO2)s1 (configuration not stated)	6%	8%	5%	-12%	1%	2%	-4%	0%
CCOC(=O)/C(=N\Nc1cccc(C(F)(F)F)c1)N(CCOC)CCOC	-5%	?	3%	8%	-25%	-2%	-14%	-4%
CCOc1ccc(-c2cc(NC(=O)Nc3ccccc3C(F)(F)F)c(C(=O)OC)s2)cc1	/	2%[76.3 µM]	/	-5%	-23%	/	-10%	/
Cc1ccc(C)c(NC(=O)CSc2nnc(C)n3c2cc2occc23)c1	/	20%[76.3 µM]	/	-8%	-12%	/	?	/
CC(=O)COc1ccc2c(C)c(C)c(=O)oc2c1	5%	7%	3%	-1%	-4%	-26%	-17%	2%
